Compound activity: PubChem, Vanderbilt High Throughput Screening Facility
Cav32 inh – Cav3.2 calcium influx blockers – cell-based, Fluo-4 calcium fluorescence, FDSS, MLSMR library, primary screen; AID 449739, 2010; B-score at 10 µM; actives 4% (n = 100,000); Cav3.2-expressing cells; hits give low values; Voltage-dependent T-type calcium channel subunit alpha-1H (Homo sapiens), O95180;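 active = single-dose well whose peak fluorescence ratio is a statistical outlier from its plate by either plate-standardised score or position-corrected B-score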
Target sequence (O95180 whole entry, looked up): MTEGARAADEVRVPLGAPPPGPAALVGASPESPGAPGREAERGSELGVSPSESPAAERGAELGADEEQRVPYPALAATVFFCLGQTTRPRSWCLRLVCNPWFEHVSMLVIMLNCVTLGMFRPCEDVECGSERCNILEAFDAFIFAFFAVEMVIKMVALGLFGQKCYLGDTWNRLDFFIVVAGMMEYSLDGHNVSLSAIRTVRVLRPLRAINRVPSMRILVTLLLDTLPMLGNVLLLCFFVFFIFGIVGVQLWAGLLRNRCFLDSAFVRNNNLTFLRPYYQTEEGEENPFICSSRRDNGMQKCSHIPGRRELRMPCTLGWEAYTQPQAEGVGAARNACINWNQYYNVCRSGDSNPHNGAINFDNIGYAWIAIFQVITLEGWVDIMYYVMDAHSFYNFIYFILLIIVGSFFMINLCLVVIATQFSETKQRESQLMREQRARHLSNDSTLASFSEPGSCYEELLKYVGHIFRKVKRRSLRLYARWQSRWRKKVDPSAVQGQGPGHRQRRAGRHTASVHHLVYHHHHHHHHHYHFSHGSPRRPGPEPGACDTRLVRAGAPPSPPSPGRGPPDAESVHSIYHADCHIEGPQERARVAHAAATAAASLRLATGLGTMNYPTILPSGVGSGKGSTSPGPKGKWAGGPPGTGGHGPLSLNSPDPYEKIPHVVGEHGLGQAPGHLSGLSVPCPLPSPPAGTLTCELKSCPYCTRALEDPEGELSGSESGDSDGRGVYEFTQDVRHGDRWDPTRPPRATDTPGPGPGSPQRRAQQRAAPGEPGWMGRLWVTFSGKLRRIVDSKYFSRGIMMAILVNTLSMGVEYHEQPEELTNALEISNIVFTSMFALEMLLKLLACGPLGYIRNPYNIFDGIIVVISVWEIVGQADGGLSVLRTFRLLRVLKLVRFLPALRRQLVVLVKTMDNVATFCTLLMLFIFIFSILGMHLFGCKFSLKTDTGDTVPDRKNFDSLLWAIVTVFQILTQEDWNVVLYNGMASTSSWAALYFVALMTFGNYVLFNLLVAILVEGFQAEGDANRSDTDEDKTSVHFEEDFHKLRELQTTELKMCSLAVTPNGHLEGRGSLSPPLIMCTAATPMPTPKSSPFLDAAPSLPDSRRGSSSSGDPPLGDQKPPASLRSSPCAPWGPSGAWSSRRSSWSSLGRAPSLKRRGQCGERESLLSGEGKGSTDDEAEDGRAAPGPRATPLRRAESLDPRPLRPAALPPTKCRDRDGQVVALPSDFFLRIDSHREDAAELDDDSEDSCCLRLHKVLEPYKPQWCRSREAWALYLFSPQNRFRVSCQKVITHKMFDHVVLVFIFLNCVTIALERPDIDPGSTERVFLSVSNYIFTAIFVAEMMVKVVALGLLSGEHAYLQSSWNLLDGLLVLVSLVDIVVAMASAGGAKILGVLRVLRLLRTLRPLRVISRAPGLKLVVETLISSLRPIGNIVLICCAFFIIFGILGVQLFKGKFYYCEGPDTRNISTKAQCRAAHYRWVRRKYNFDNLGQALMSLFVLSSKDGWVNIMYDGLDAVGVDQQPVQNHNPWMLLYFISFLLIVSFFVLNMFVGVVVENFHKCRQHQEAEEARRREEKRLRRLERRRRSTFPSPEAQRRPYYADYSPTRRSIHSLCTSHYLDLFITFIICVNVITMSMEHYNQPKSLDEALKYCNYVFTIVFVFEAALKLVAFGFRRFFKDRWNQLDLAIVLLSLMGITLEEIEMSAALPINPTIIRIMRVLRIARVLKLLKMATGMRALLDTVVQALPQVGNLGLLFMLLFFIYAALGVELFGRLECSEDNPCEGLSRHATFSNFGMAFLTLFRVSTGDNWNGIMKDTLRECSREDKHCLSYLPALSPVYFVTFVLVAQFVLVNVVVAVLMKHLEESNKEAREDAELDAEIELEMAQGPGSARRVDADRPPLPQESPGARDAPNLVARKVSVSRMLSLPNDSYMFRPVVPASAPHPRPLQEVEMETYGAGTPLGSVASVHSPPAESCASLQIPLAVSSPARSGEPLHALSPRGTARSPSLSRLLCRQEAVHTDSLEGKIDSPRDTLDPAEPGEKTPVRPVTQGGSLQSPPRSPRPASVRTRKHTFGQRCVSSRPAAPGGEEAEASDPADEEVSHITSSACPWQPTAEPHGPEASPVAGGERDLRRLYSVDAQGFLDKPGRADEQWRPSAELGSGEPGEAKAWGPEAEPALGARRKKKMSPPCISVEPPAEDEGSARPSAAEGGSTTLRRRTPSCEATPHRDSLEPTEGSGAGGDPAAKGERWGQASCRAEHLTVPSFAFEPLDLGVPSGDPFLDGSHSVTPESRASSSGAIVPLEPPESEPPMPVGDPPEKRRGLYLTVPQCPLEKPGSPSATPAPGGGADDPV
Starred values were filed as active, the others as inactive.

SMILES	Cav32 inh
O=C(NCc1ccccc1)N1CCC(n2cnc3cc(F)ccc32)CC1	0.65
Cc1ccc(OCC(=O)N/N=C\c2ccco2)c(C)c1	0.044
CC(C)[C@H]1CN=C2N(C[C@H](C)NC(=O)CCC3CCCCC3)[C@H](Cc3ccc(O)cc3)CN21	-0.28
COc1ccc(OCC(=O)Nc2ccc(S(=O)(=O)Nc3cc(C)nc(C)n3)cc2)cc1	0.044
O=C(NCCCCc1ccccc1)c1ccc(Br)o1	-0.55
CCCOC(=O)C1NC(=O)N2C(C(=O)OCCC)C(C)(C)S[C@H]12 (stereo not given in full)	0.23
Cc1nnc2c(-c3ccccc3)nc3ccccc3n12	0.0072
COC(=O)c1ccc(NC(=O)CSc2nncn2C)cc1	-0.21
Cc1cc2c(cc1C)N(C(=O)CSc1nncn1C)C(C)(C)c1ssc(=S)c1-2	-1.7
CCCNC(=O)CCn1c(-c2ccc(C)cc2)cc(C(=O)OCC)c1C	-0.43
COc1ccc(S(=O)(=O)N2CCN(C3CCN(Cc4ccccc4)CC3)CC2)cc1	-0.017
COc1ccc(S(=O)(=O)N2CCCCCC2)cc1C(=O)OCc1c(C)noc1C	-0.22
CC1CCN(C(=O)c2ccc(COc3ccccc3Cl)o2)CC1	-2.7
COC(=O)c1cc(NC(=O)CN(c2ccc3c(c2)OCO3)S(C)(=O)=O)ccc1Cl	-1.4
O=C(O)c1ccccc1C(=O)NNc1ccc(Cl)cc1	0.047
COc1ccc(S(=O)(=O)N2CCCN(CC(=O)C(C)(C)C)CC2)cc1	0.58
Cn1c(=O)n(C)c2cc([N+](=O)[O-])c(N3CCN(C(=O)c4ccc(Cl)cc4)CC3)cc21	0.91
CCOC(=O)c1ccc(NC(=O)NC(C)C2CCCO2)cc1 (stereo not given)	0.46
O=S(=O)(c1ccccc1)N1CCN(S(=O)(=O)N2CCCCC2)CC1	0.33
CCCCC(=O)NNC(=S)NC(=O)CCC	0.37
Cc1ccc2[nH]c(=O)c(C(c3nnnn3Cc3ccccc3)N3CCc4ccccc43)cc2c1 (stereo not given)	-2.5
CCc1sc(C(=O)NC)cc1Br	0.9
OCc1ccccc1OCCOc1ccc(Cl)c2cccnc12	0.3
CCOC(=O)C1CCN(C(=O)CSc2cc(=O)n(CC)c3ccccc23)CC1	0.35
COC(=O)c1ccc(Nc2cc(C)nc(-c3ccccc3O)n2)cc1	0.15
Cc1cccc(Oc2nc(-c3ccccc3)cc(C)c2S(C)(=O)=O)c1C	-3.9*
COc1cccc(NS(=O)(=O)c2ccc3c(c2)n(C)c(=O)c(=O)n3C)c1	0.14
Cc1cc(/C=C(\C#N)C(=O)OCC(=O)NC(=O)NC(C)(C)C)c(C)n1CCC(C)C	-3.9
Cc1cccc(Nc2nc(-c3ccccn3)cs2)n1	-3.6*
CC(C)c1ccc2c(c1)C1(NN=C(c3ccccc3)S1)C(=O)N2 (stereo not given)	-1.4
Nc1ccc(CN2CCCCCC2)cc1	0.56
COC(=O)c1ccc(NC(=O)CN2C(=O)CSC2=O)cc1	0.89
Cc1[nH]nc(SCC(=O)N2CCC(C)CC2)c1[N+](=O)[O-]	0.021
CCOC(=O)c1c(NC(=O)CSc2nnc(Cc3ccccc3)o2)sc(C(C)=O)c1C	-1.6
COC(=O)N1[C@H](C)C=C[C@]1(Cc1ccccc1)C(=O)OC	0.43
C=CCn1c(N)c(C(=O)OCC(C)C)c2nc3ccccc3nc21	-0.81

Taken from the listing, six compounds:
SMILES	Cav32 inh
Nc1ccc(CN2CCCCCC2)cc1	0.56
COC(=O)c1ccc(NC(=O)CN2C(=O)CSC2=O)cc1	0.89
Cc1[nH]nc(SCC(=O)N2CCC(C)CC2)c1[N+](=O)[O-]	0.021
CCOC(=O)c1c(NC(=O)CSc2nnc(Cc3ccccc3)o2)sc(C(C)=O)c1C	-1.6
COC(=O)N1[C@H](C)C=C[C@]1(Cc1ccccc1)C(=O)OC	0.43
C=CCn1c(N)c(C(=O)OCC(C)C)c2nc3ccccc3nc21	-0.81

Next compounds follow:
SMILES	Cav32 inh
Cc1ccc(C)c(N2CCN(C(=O)C3CCCCN3S(=O)(=O)c3ccc(F)cc3)CC2)c1 (stereo not given)	-1.9
O=C(CC1(O)C(=O)Nc2ccccc21)c1ccc(-n2cccc2)cc1 (stereo not given)	-0.0036
CCC(=O)N1CCc2cc(S(=O)(=O)CCC(=O)NCc3cccs3)ccc21	0.87
C=CCN1C(=O)C(O)(CC(=O)c2ccco2)c2cc(Br)ccc21 (stereo not given)	1.3
Nc1nc(NCc2ccccc2)nc(Nc2cccc(F)c2)c1[N+](=O)[O-]	-0.16
Cc1cc(C)c(S(=O)(=O)c2ccccc2C)c(Cl)n1	-0.42
Cc1ccc(C)c(OCC(O)CN2C(C)CCCC2C)c1 (stereo not given)	0.27
CS(=O)(=O)N(CC(=O)NCc1ccco1)c1ccccc1Cl	0.044
CCOC(=O)c1c(C)[nH]c(C)c1C(=O)CN1C(=O)NC(CC(C)C)C1=O (stereo not given)	0.42
Cc1nnc(SCC(=O)Nc2ncc3c(n2)CC(C)(C)CC3=O)s1	-0.022
Cc1cc(=O)oc2ccc(OCC(=O)O)cc12	-0.29
Cn1cccc1C(=O)OCC(=O)Nc1ccc2c(c1)CCC2	-1.8
N#C/C=C1\n2c(nc3ccccc32)OC12CCCCC2	-0.16
COc1ccc(C(=O)O/N=C(\C)c2ccccc2)cc1	-1.1
COc1ccc(N2CCN(/C(=N\S(=O)(=O)c3ccccc3)Nc3nc(C)cc(C)n3)CC2)cc1	0.9
CC1(C)Cc2nc3nc(SCC(=O)NCCc4ccccc4)n(-c4ccccc4)c(=O)c3cc2CO1	1.3
O=S(=O)(c1ccccc1)c1ccc(NCc2ccco2)cc1	-0.7
CCN1C(=O)C(CC(=O)Nc2ccc(OC)cc2)N(Cc2cccnc2)C1=S (stereo not given)	0.58
O=C1C2C3C=CC(C3)C2C(=O)N1CC1CCCO1 (stereo not given)	-0.53
COc1cccc2cc(C(=O)N3CCN(C/C=C/c4ccccc4)CC3)c(=O)oc12	-0.49
O=C(CCC1CCCCC1)Nc1ccc(S(=O)(=O)Nc2nccs2)cc1	0.00026
O=C(NCC1CCCO1)c1ccc(S(=O)(=O)N2CCCCC2)cc1 (stereo not given)	-0.26
CCn1c(SCC(=O)Nc2nccs2)nnc1-c1ccc(S(=O)(=O)N2CCCCCC2)cc1	-0.97
CSc1ccccc1NC(=O)c1cccnc1	-1.1
COc1ccc(-c2cc(C(F)(F)F)nc(SCC(=O)Nc3cc(C)on3)n2)cc1OC	-2.5
CCOC(=O)C1CCN(C(=O)c2ccc(Cl)c(S(=O)(=O)N3CCOCC3)c2)CC1	0.69
c1ccc2cc(OCc3nc4ccccc4[nH]3)ccc2c1	-5.9*
C=CCOCCN1C(=O)C2C(c3ccccc3)C=CC(c3ccccc3)C2C1=O (stereo not given)	-3.3*
CCC(=O)Nc1ccccc1Oc1ccccc1	-0.85
Cc1oc2ccc(OCc3ccc(F)cc3)cc2c1C(=O)O	-0.19
Oc1cccc(C=NCc2ccccc2)c1O	0.06
CCc1ccc(NC(=O)C(CC)Sc2nc3cc4c(cc3c(=O)n2Cc2ccco2)OCO4)cc1 (stereo not given)	-3.4
C[C@@H](C(=O)Nc1ccc2ccccc2c1)[C@@H]1C[C@@]1(C)[C@@H](N)c1ccccc1	-3.2
CCOC(=O)Cc1nnc(NC(=O)COc2ccc(C)cc2)s1	-0.41
COc1ccc(NC2=NCC(=O)N2c2ccccc2F)cc1	1.6
CC(C)OC(=O)/C(=C\c1ccc2c(c1)c1ccccc1n2C)NC(=O)c1ccccc1	-1.8
Cc1cc2c(c(=O)n1CCN(C)C)C(c1ccccc1Br)C(C#N)=C(N)O2 (stereo not given)	2.3
Cc1cc2nc(-c3ccco3)cc(C(F)(F)F)n2n1	-0.11
O=c1cc(N2CCN(c3cccc(Cl)c3)CC2)[nH]c(=O)n1C1CCCCC1	0.19
CCOC(=O)C1CCCN(C(=O)CNS(=O)(=O)c2ccc(Br)s2)C1 (stereo not given)	0.038
Cn1c(N)c(C(=O)COC(=O)c2ccco2)c(=O)n(C)c1=O	0.26
Cc1ccc2cc(COC(=O)c3ccco3)c(=O)[nH]c2c1	-0.52
CCOCc1nnc(NC(=O)c2cccs2)s1	-0.37
CCSc1nc2c(c(=O)[nH]c(=O)n2C)n1Cc1ccc(Cl)cc1	1.2
N=C1/C(=C/c2cccs2)C(=O)N=C2SN=C(SCc3ccccc3)N12	-7.7*
O=C(CN1CCN(C(=O)c2ccco2)CC1)Nc1ccccc1-c1ccccc1	-0.024
COC(=O)COc1ccc(S(=O)(=O)Nc2ccc(C(N)=O)cc2)cc1Cl	0.73
Cc1nnc(Nc2ccc(C(=O)N3CCOCC3)cc2)c2ccccc12	0.92
COC(=O)c1[nH]c2ccccc2c1NC(=O)CCN1CCSCC1	0.65
O=C(Nc1cc(-c2nn(CC(=O)N3CCCCC3)c(=O)c3ccccc23)ccc1N1CCOCC1)c1ccc(Cl)cc1	0.16
Cc1ccc(S(=O)(=O)N2CCCN(S(=O)(=O)c3ccc4c(c3)OCCO4)CC2)cc1	-0.62
CC1(C)CC(=O)c2sc(NC(=O)c3ccco3)nc2C1	-0.035
O=C(Nc1ccc2c(c1)C(=O)N(CC1CCCO1)C2=O)c1cccc(Br)c1 (stereo not given)	-2.7*
COc1ccccc1S(=O)(=O)Cc1ccc(C(=O)N2CCN(c3ccc(C)cc3)C(C)C2)o1 (stereo not given)	-0.85
CCOC(=O)N1CCN(c2c(NCCc3ccc(OCC)c(OCC)c3)c(=O)c2=O)CC1	0.48
CCOC(=O)CN1C(=O)C(O)(CC(=O)c2ccco2)c2ccccc21 (stereo not given)	0.52
O=S(=O)(CCc1nc2ccccc2s1)c1ccc2ccccc2c1	-0.49
Cc1cc(C)c(C#N)c(SC2CCCCC2=O)n1 (stereo not given)	0.6
COc1ccccc1Nc1nc2ccccc2[nH]1	0.57
COc1ccc2c(c1)c(=O)oc1cc(OCC(=O)N3CCC(C)CC3)ccc12	-0.059

Entries above printed as active in Cav32 inh:
SMILES	Cav32 inh
Cc1cccc(Oc2nc(-c3ccccc3)cc(C)c2S(C)(=O)=O)c1C	-3.9*
Cc1cccc(Nc2nc(-c3ccccn3)cs2)n1	-3.6*
c1ccc2cc(OCc3nc4ccccc4[nH]3)ccc2c1	-5.9*
C=CCOCCN1C(=O)C2C(c3ccccc3)C=CC(c3ccccc3)C2C1=O (stereo not given)	-3.3*
N=C1/C(=C/c2cccs2)C(=O)N=C2SN=C(SCc3ccccc3)N12	-7.7*
O=C(Nc1ccc2c(c1)C(=O)N(CC1CCCO1)C2=O)c1cccc(Br)c1 (stereo not given)	-2.7*

New compounds follow.
SMILES	Cav32 inh
O=C(NC1CC1)C1CCCN1S(=O)(=O)c1ccc2ccccc2c1 (stereo not given)	0.45
CC1CCCC(n2c(=S)[nH]c3ccccc3c2=O)C1C (stereo not given)	1.2
CNc1nc(SCc2ccccc2)nc(N2CCOCC2)n1	-1.1
O=P(c1cccs1)(c1cccs1)c1cccs1	0.011
COc1ccc(S(=O)(=O)C(C#N)c2nc3ccccc3nc2N2CCCCC2)cc1 (stereo not given)	-4.8*
COc1ccc(C2C(C(C)=O)=C(Nc3ccccc3)CC(C)(O)C2C(C)=O)cc1OC (stereo not given)	-0.072
COC(=O)c1ccc(-c2ccco2)n1Cc1cccc(C)c1	-0.12
CNC(=O)COC(=O)c1[nH]c(C)c(C(C)=O)c1C	1.1
CCOc1ccc(C(=O)Nc2nnc(C)s2)cc1OCC	0.48
Cc1ccc(S(=O)(=O)NCC(=O)N(CC(=O)NCC2CCCO2)C2CCCC2)cc1 (stereo not given)	0.0028
O=C(CN1C(=O)CCS(=O)(=O)c2ccccc21)NCc1ccccc1	0.8
Cn1nnnc1SCC(=O)Nc1ccccc1-c1ccccc1	-0.12
CCOc1cc(C#N)c(NC(=O)c2ccnn2C)cc1OCC	0.32
N#Cc1c2n(c3c(=O)[nH]cnc13)CCCC2	0.47
Cc1ccc2nc(Cl)c(CN(Cc3cccs3)C(=O)C3CC3)cc2c1	-2.1
CCOC(=O)C1CCCN(C(=O)c2cnn3c(C(F)F)cc(-c4ccc(C)cc4)nc23)C1 (stereo not given)	0.56
CC1=C(C(=O)Nc2ccccn2)C(c2ccc(Br)cc2)n2ncnc2N1 (stereo not given)	-0.57
O=C(O)c1ccc2nc(C(F)(F)F)[nH]c2c1	0.079
COC(=O)c1ccccc1NC(=O)CSc1nnc(-c2cccc(NC(C)=O)c2)n1C	0.25
c1ccc(-c2nnc(SCc3nc4ccccc4[nH]3)o2)cc1	-1.6
CCCCSCCCNC(=O)Nc1cccc(OC)c1	-2.3
CC1(C)CC(=O)C=C(N2CCNCC2)C1	0.51
CCOC(=O)c1cnc(C(C)(C)C)[nH]c1=O	0.34
C/C=C(/C)C(=O)O[C@@H]1c2c(ccc3ccc(=O)oc23)O[C@@H]1C(C)(C)OC(C)=O	0.37
COc1ccc(S(=O)(=O)N2CCCC(C(=O)NCc3ccccn3)C2)cc1Cl (stereo not given)	0.46
CCCCn1c(N)c(N(CCOC)C(=O)CSc2nc3ccc(C)cc3[nH]2)c(=O)[nH]c1=O	0.034
COc1ccc(C(=O)NCCc2nnc(SCC(=O)Nc3ccccc3)n2C)cc1	1.1
O=C(ON=C1CCN(S(=O)(=O)c2ccccc2)CC1)c1ccccc1	0.34
CC(CC(=O)O)CC1=NS(=O)(=O)c2ccccc2N1 (stereo not given)	0.019
COc1ccccc1NC(=O)CCCC(=O)OCC(F)(F)C(F)F	0.82
COc1cc2c(cc1NC(=O)COc1ccccc1OC)oc1ccccc12	-1.9
CCOC(=O)CSc1nc(-c2ccccc2)nc2c1oc1ccccc12	-1.2
COc1ccccc1C(=O)Nc1ccc(N2CCCCC2)cc1	-2.8

Compounds shown so far that have a CF3 group, in the order listed:
SMILES	Cav32 inh
COc1ccc(-c2cc(C(F)(F)F)nc(SCC(=O)Nc3cc(C)on3)n2)cc1OC	-2.5
Cc1cc2nc(-c3ccco3)cc(C(F)(F)F)n2n1	-0.11
O=C(O)c1ccc2nc(C(F)(F)F)[nH]c2c1	0.079

Only part of the results is shown, so the mix of outcomes need not match the whole.
